Assay outcomes deposited in PubChem by National Center for Advancing Translational Sciences (NCATS).
FEN1 inhibitor: human FEN1 inhibition | P39748 | Recombinant FEN1 flap cleavage, fluorescence, 15 min | Potency, µM (titrated, usually from 114 µM), for the others: at the highest dose activity change, negative = inhibition, most hits filed as inhibitors | hit rate 0.35% among 390,000; also: nearly all actives have a fitted effect of over 65% in size
Target sequence (P39748 whole entry, looked up): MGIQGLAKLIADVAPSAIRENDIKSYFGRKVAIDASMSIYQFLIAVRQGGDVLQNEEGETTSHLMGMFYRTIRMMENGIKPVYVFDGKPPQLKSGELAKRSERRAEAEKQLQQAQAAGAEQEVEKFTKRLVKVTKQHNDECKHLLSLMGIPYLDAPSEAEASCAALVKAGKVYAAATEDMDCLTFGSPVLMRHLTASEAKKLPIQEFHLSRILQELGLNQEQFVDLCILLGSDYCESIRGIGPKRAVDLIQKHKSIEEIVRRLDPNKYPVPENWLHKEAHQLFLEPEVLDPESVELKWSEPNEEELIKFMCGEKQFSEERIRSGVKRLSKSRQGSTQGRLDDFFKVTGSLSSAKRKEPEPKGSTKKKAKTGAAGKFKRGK
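Nuclease activity of 10 nM FEN1 was measured after 15 min of room-temperature exposure to titrated compounds, by adding 50 nM flap substrate and reading plates at 0 and 15 min.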
KAT2A inh: GCN5L2 (KAT2A) acetyltransferase inhibition | Q92830 | GCN5L2 HAT assay, ThioGlo1 CoA-SH fluorescence | Potency, µM (top dose mostly 58.9 µM), inactives show top-dose activity change, negative = inhibition, hits mostly inhibitors | hit rate 0.21% among 390,000
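qHTS, 1536-well. 20nM enzyme, pH 7.5 HEPES/EDTA/Tween-20 buffer; 15 min compound preinc., RT. Start: 75uM H3(1-25), 70uM AcCoA, 50uM ThioGlo1. Read Ex340/Em540 at t=0 (autofluorescence flag) and t=20 min.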
N370S GC: N370S glucocerebrosidase modulation, Gaucher chaperone candidate. P04062. N370S GC spleen homogenate, 4MU-glucoside fluorescence. Potency, µM (top dose mostly 59.4 µM), without a hit: top-dose activity change, negative = inhibition, hits mostly inhibitors. hit rate 0.092% among 330,000. AID 2101;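 also: 0% = full enzyme activity and -100% = no enzyme basal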
Starred values were filed as active, the others as inactive; ? = inconclusive; . = not tested or not shown; [ ] = remark or other dose. Calls follow the shape of the dose curve; as a rule, active = well fitted curve in the direction sought with a large enough effect; inconclusive = small, poorly fitted or top-dose-only effect, or another doubt; inactive = no such curve, though single readings can be large; an effect the other way counts as inactive or inconclusive. Unless noted, % is scaled to controls: 0 for no effect and ±100 for the full control effect; potency is read from the fitted curve at half-maximal effect.

1	CCOc1ccccc1/C=c1\sc2ncnn2c1=O
  FEN1 inhibitor = -1%
  KAT2A inh = 1%
  N370S GC = -1%
2	Cc1ccc(NC(=O)Cc2nnc(SCC(=O)Nc3nncs3)n2C)c(C)c1
  FEN1 inhibitor = 13%
  KAT2A inh = -9%
  N370S GC = -19%
3	Cc1cc(C)c(NC(=O)CNC(=O)c2ccccc2OCc2c(C)noc2C)c(C)c1
  FEN1 inhibitor = 3%
  KAT2A inh = ?
  N370S GC = 1%
4	Cc1ccccc1CCN1CCCC(CN(C)C(=O)C(=O)c2ccco2)C1 (stereo not drawn)
  FEN1 inhibitor = -8%
  KAT2A inh = -1%
  N370S GC = -2%
5	COc1ccc(CNC(=O)CN(c2cc(C)cc(C)c2)S(=O)(=O)c2c(C)noc2C)cc1
  FEN1 inhibitor = 19%
  KAT2A inh = 1%
  N370S GC = -4%
6	COc1ccccc1C(=O)NC(C)c1ccccc1 (stereo not drawn)
  FEN1 inhibitor = 34%[activator]
  KAT2A inh = -7%
  N370S GC = 6%
7	Cc1cc(/C=N/NC(N)=S)c(C)n1-c1ccc(Cl)c(Cl)c1
  FEN1 inhibitor = -1%
  KAT2A inh = 2%
  N370S GC = -8%
8	O=C(c1cccc(F)c1)N1CCC2(CCCN(Cc3cc(C(F)(F)F)cc(C(F)(F)F)c3)C2)CC1
  FEN1 inhibitor = .
  KAT2A inh = -22%
  N370S GC = 20%
9	Cc1ccoc1C(=O)N1CCCCC1C(=O)O (stereo not drawn)
  FEN1 inhibitor = -3%
  KAT2A inh = -1%
  N370S GC = 6%
10	CCC(=O)Nc1ccc(C2=Nn3c(nnc3C(C)C)SC2)cc1
  FEN1 inhibitor = -2%
  KAT2A inh = -23%
  N370S GC = -15%
11	COC(=O)C1=C(C)N(Cc2ccc3c(c2)OCO3)C(=O)C1
  FEN1 inhibitor = 5%
  KAT2A inh = -3%
  N370S GC = -4%
12	O=C(O)Cn1cc2c(n1)CCCCC2
  FEN1 inhibitor = -2%
  KAT2A inh = 1%
  N370S GC = -2%
13	CN(C)S(=O)(=O)c1cccc(NC(=S)N/N=C/c2cccc(O)c2)c1
  FEN1 inhibitor = 6%
  KAT2A inh = -8%
  N370S GC = -11%
14	O=C(O)c1sccc1NC(=O)c1c(Cl)cccc1Cl
  FEN1 inhibitor = -2%
  KAT2A inh = 2%
  N370S GC = 5%
15	O=C(O)C1CC=CCC1C(=O)c1ccccc1 (stereo not drawn)
  FEN1 inhibitor = -5%
  KAT2A inh = -8%
  N370S GC = -21%
16	CC(C(=O)NC1CCCC1)N(Cc1ccc2c(c1)OCO2)C(=O)c1snc(C(N)=O)c1N (stereo not drawn)
  FEN1 inhibitor = -3%
  KAT2A inh = -2%
  N370S GC = -15%
17	COc1ccccc1CC(=O)Nc1cccc2ccccc12
  FEN1 inhibitor = 4%
  KAT2A inh = 2%
  N370S GC = -2%
18	O=C(NC(=S)N1CCCC1)c1ccccc1F
  FEN1 inhibitor = 0%
  KAT2A inh = -5%
  N370S GC = .
19	CSCCC(NS(=O)(=O)c1ccc2c(c1)OCCO2)C(=O)NCCc1ccccn1 (stereo not drawn)
  FEN1 inhibitor = -16%
  KAT2A inh = -4%
  N370S GC = -4%
20	CCOc1ccccc1NC(=O)NC1CCCCCCC1
  FEN1 inhibitor = -7%
  KAT2A inh = 1%
  N370S GC = 6%
21	CCN(CC)c1ccc2cc(-c3nc4sc5c(c4c(=O)[nH]3)CCC(C(C)(C)C)C5)c(=O)oc2c1 (stereo not drawn)
  FEN1 inhibitor = -4%
  KAT2A inh = 1%
  N370S GC = .
22	COc1ccccc1C(=O)N/C(=C\c1cn(C)c2ccccc12)C(=O)NCCCn1ccnc1
  FEN1 inhibitor = -3%
  KAT2A inh = 0%
  N370S GC = -14%
23	Cc1nc(S/C(=C/c2ccc(-c3cccc(Cl)c3)o2)C(=O)O)n[nH]1
  FEN1 inhibitor = -9%
  KAT2A inh = -16%
  N370S GC = 5%
24	Cc1ccc(C(=O)NC(=S)Nc2c(C)ccc3nsnc23)cc1
  FEN1 inhibitor = 8%
  KAT2A inh = -4%
  N370S GC = 8%
25	COc1ccc(OC)c(/C=N/NC2=NS(=O)(=O)c3ccccc32)c1
  FEN1 inhibitor = -3%
  KAT2A inh = -1%
  N370S GC = -1%

26	CCN(CC)S(=O)(=O)c1ccc2oc(C(=O)NCc3ccc(F)cc3)c(C)c2c1
  FEN1 inhibitor = -16%
  KAT2A inh = -3%
  N370S GC = 2%
27	Cc1ccnn1-c1ccc(C(=O)NCc2ccccc2CN2CCOCC2)cc1
  FEN1 inhibitor = -3%
  KAT2A inh = -2%
  N370S GC = .
28	CCOC(=O)C1=CN(Cc2cccc(-c3cccnc3)c2)S(=O)(=O)N(CC)C1C (stereo not drawn)
  FEN1 inhibitor = 0%
  KAT2A inh = -9%
  N370S GC = .
29	O=c1c(Cl)c(NCc2ccccc2)cnn1C12CC3CC(CC(C3)C1)C2
  FEN1 inhibitor = -1%
  KAT2A inh = -1%
  N370S GC = 5%
30	O=C(Nc1cc(F)ccc1F)C1CCCN(c2ncnc3c2nc2n3CCCCC2)C1 (stereo not drawn)
  FEN1 inhibitor = -14%
  KAT2A inh = -14%
  N370S GC = ?
31	Cn1c(CNC(=O)CSc2nc(-c3cccc(Cl)c3)nc3cc(=O)[nH]n23)nc2ccccc21
  FEN1 inhibitor = 6%
  KAT2A inh = -4%
  N370S GC = .
32	CCOc1ccc(OCC)c(-c2c(=O)n(OCc3ccc(Cl)cc3)c3ccccc3[n+]2[O-])c1
  FEN1 inhibitor = 7%
  KAT2A inh = ?
  N370S GC = 1%
33	Cc1cc(=O)[nH]c2ccc(S(=O)(=O)N3CCOCC3)cc12
  FEN1 inhibitor = -14%
  KAT2A inh = 0%
  N370S GC = 0%
34	COCc1cc(C)n(CC(=O)Nc2ccc(Cl)cc2Cl)c(=O)c1C#N
  FEN1 inhibitor = 14%
  KAT2A inh = 1%
  N370S GC = 19%
35	COc1ccc2c(c1)CCc1c-2nc2ccccc2c1N1CCOCC1
  FEN1 inhibitor = 50µM*
  KAT2A inh = -5%
  N370S GC = 18%
36	CN1CCC/C1=C1/C(=O)N(c2ccccc2)N=C1NC(=O)Nc1cccc(Cl)c1
  FEN1 inhibitor = ?
  KAT2A inh = -16%
  N370S GC = 1%
37	O=C(O)c1c(N2CCCCC2)ccc([N+](=O)[O-])c1N1CCCCC1
  FEN1 inhibitor = 22%
  KAT2A inh = -4%
  N370S GC = -14%
38	Cc1nn(-c2ccccc2)c(C)c1/C=N/n1c(-c2ccccc2Br)n[nH]c1=S
  FEN1 inhibitor = 11%
  KAT2A inh = -17%
  N370S GC = 4%
39	O=C(N/N=C/c1cn(-c2ccccc2)nc1-c1cc2ccccc2o1)c1c[nH]c2ccccc12
  FEN1 inhibitor = -21%
  KAT2A inh = -12%
  N370S GC = -3%
40	CC(C)(C)c1ccc(C(=O)NC(Cc2c[nH]c3ccccc23)C(=O)OCC(=O)c2ccccc2)cc1 (stereo not drawn)
  FEN1 inhibitor = -18%
  KAT2A inh = -1%
  N370S GC = .
41	COc1ccccc1CCNC(=O)C(=O)NCC(c1cccnc1)N1CCN(c2ccccc2)CC1 (stereo not drawn)
  FEN1 inhibitor = 2%
  KAT2A inh = -3%
  N370S GC = .
42	CCc1ccc(S(=O)(=O)Nc2ccc(-c3ccc(N4CCCC4)nn3)cc2)cc1
  FEN1 inhibitor = 2%
  KAT2A inh = -6%
  N370S GC = .
43	CCSCCC(NC1=CC(=O)CC(C)(C)C1)C(=O)O (stereo not drawn)
  FEN1 inhibitor = 9%
  KAT2A inh = 0%
  N370S GC = 0%
44	Cc1c2c(nc3nnnn13)CCCC2
  FEN1 inhibitor = 2%
  KAT2A inh = -7%
  N370S GC = -6%
45	Cn1cnc2cc(NC(=O)COc3ccccc3)ccc21
  FEN1 inhibitor = -7%
  KAT2A inh = -2%
  N370S GC = -3%
46	Cc1ccc(NC(=O)Cn2cc(S(=O)(=O)Cc3ccccc3)c3ccccc32)cc1C
  FEN1 inhibitor = -5%
  KAT2A inh = -13%
  N370S GC = .
47	CC(CCc1ccccc1)NC(=O)COC(=O)c1cccc2ccccc12 (stereo not drawn)
  FEN1 inhibitor = -15%
  KAT2A inh = -7%
  N370S GC = ?
48	CCOc1ccc(CCNC(=O)c2nn(C)c3c2CS(=O)(=O)c2ccccc2-3)cc1OCC
  FEN1 inhibitor = 12%
  KAT2A inh = -10%
  N370S GC = -2%
49	Cc1nnc(NC(=O)CSc2nnc(Cc3cccn3C)n2-c2ccccc2)s1
  FEN1 inhibitor = 0%
  KAT2A inh = -1%
  N370S GC = -24%
50	CC1CCc2c(sc3ncn(CCO)c(=O)c23)C1 (stereo not drawn)
  FEN1 inhibitor = -4%
  KAT2A inh = -8%
  N370S GC = 5%

51	O=C(NCC1CCCO1)c1ccc(S(=O)(=O)N2CCC(c3nc4ccc(Cl)cc4[nH]3)CC2)cc1 (stereo not drawn)
  FEN1 inhibitor = -18%
  KAT2A inh = -2%
  N370S GC = 1%
52	O=C1CN(C(=O)CNC(=O)c2cccc(Cl)c2)c2ccccc2N1
  FEN1 inhibitor = 2%
  KAT2A inh = 0%
  N370S GC = 6%
53	CN(CC(=O)Nc1cccc(F)c1)C(=O)c1ccc(N2CCCC2)c([N+](=O)[O-])c1
  FEN1 inhibitor = 4%
  KAT2A inh = -6%
  N370S GC = 4%
54	CCOc1cc(C2C3=C(CCCC3=O)N(CCC(=O)O)C3=C2C(=O)CCC3)ccc1OS(=O)(=O)c1ccc(C)cc1
  FEN1 inhibitor = 0%
  KAT2A inh = -14%
  N370S GC = ?
55	O=C(NCCc1ccccc1)C1CCN(C2CCN(C(=O)CC3=CCCCC3)CC2)CC1
  FEN1 inhibitor = 7%
  KAT2A inh = -4%
  N370S GC = 3%
56	CCc1cc(=S)n2c([nH]c3ccccc32)c1C#N
  FEN1 inhibitor = 6%
  KAT2A inh = 28µM*
  N370S GC = -5%
